Source: PubChem BioAssay (several laboratories)
HTR5A ag ctr: HTR5A agonists in luminescence cell assay, primary screen, counter-screen for OPRM1-OPRD1 heterodimer agonist project, full-deck HTS; 340,000 tested, 0.61% active; 5-hydroxytryptamine receptor 5A (Homo sapiens), P47898; activation, % at 9.3 µM; cell-based; in the data active = activation mostly above about 9.5%, no sharp cut-off; inactive = mostly below about 7.6%;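 also: 0% = cells with vehicle only and 100% = reference agonist; strong numbers were not always called active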
Target sequence (P47898 whole entry, looked up): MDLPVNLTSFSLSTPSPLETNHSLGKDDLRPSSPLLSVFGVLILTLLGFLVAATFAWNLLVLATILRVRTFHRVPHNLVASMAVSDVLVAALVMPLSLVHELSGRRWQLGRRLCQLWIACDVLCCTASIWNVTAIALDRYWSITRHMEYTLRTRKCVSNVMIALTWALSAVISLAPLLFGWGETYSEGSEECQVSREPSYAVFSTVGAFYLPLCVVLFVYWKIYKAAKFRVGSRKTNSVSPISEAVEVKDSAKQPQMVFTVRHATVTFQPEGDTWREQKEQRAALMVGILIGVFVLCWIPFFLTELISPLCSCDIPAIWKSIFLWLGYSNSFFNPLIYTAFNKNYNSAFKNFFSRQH
PvdQ inh: P. aeruginosa PvdQ acylase inhibitors, primary screen, biochemical, fluorescence, plate reader and imaging, single point | PvdQ acylase [Pseudomonas aeruginosa LESB58] | purified PvdQ acylase | inhibition, % at 10 µM | 340,000 tested, 0.063% active; in the data active = inhibition above about 30%, passing the limit was not always enough; inconclusive = no clear call, values can overlap the other calls;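 also: 0% = vehicle neutral wells and 100% = reference inhibitor wells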
dFosB act: activators of delta FosB homodimer, primary screen, biochemical, fluorescence polarization, TAMRA-CDK5 oligo, single point | AID 493131, 2011 | purified delta FosB; percent of positive-control signal above neutral wells | 340,000 tested, 0.99% active | Protein FosB (Mus musculus), P13346 | activation, % at 25 µM;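 active = mean activation above about 17%, with every replicate also reaching it, limit read from the data, passing the limit was not always enough; inconclusive = only one of the two conditions met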;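 also: fluorescence polarization rise as delta FosB binds a TAMRA Cdk5 AP-1 oligo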
V-ATPase pH: regulators of yeast V-ATPase proton pumping, primary screen, pHLuorin cytosolic pH fluorescence. S. cerevisiae. response, % at 10 µM. 350,000 tested, 0.37% active. AID 504577, 2011; in the data active = response mostly above about 7.3%, no sharp cut-off; inactive = mostly below about 5.4%; also: actives read high; inactives centre near 0; some compounds called inactive have numbers as strong as hits; reference of the scale not given here
HTR5A inv ctr: HTR5A inverse agonists in luminescence cell assay, primary screen, counter-screen for OPRM1-OPRD1 heterodimer inverse agonist project, full-deck HTS | 5-hydroxytryptamine receptor 5A (Homo sapiens), P47898 | HTR5A cell line, inverse agonism | inhibition, % at 9.3 µM | 340,000 tested, 0.083% active; in the data active = inhibition mostly above about 23%, no sharp cut-off; inactive = mostly below about 18%;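 also: 0% = cells with DMSO and 100% = no-cell wells with DMSO; some compounds called inactive have numbers as strong as hits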
SR-BI HDL uptake: inhibitors of SR-BI mediated HDL lipid uptake, primary screen, ldlA[mSR-BI] cells, fluorescence, single point | 320,000 tested, 0.96% active | Scavenger receptor class B member 1 (Mus musculus), Q61009 | ldlA[mSR-BI] CHO cells, DiI-HDL uptake fluorescence, 3 h | inhibition, % at 12.5 µM | AID 488896, 2010;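 active = mean replicate inhibition of at least 70% and a set share of replicates each scoring 70 or more; inconclusive = meets just one of the two criteria; inactive = fails both criteria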;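 also: 0% = median of neutral control wells and 100% = median of positive control wells; values of inactives mirror those of a sister screen read the other way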
NSD2 inh: NSD2 histone methyltransferase inhibitors, primary screen, biochemical, AlphaScreen, single concentration, set 2; Histone-lysine N-methyltransferase NSD2 (Homo sapiens), O96028; NSD2 peptide methylation, 120 min; inhibition, % at 12.5 µM; 310,000 tested, 0.54% active; in the data active = inhibition above about 50%
Wnt bcat act: Wnt/beta-catenin pathway activators, primary screen, cell-based, plate reader, single point. Wnt/beta-catenin reporter cell assay, activator. activation, % at 9.35 µM. 300,000 tested, 1.2% active. AID 743398, 2014; in the data active = activation above about 30%, passing the limit was not always enough; inconclusive = no clear call, values can overlap the other calls;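 also: 0% = neutral control wells and 100% = positive control wells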
MITF act: activators of MITF-driven TRPM1 promoter reporter, primary screen, cell-based, SK-MEL-5, luciferase, single point; 300,000 tested, 0.75% active; SK-MEL-5 TRPM1-promoter luciferase, 24 h; % of positive control, neutral wells = 0; activation, % at 12.5 µM; AID 588334, 2011;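 active = mean activation of at least 80% with every replicate also reaching 80%; inconclusive = mean reaches 80% but some replicate falls short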;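 also: 0% = neutral control wells and 100% = parthenolide positive control wells; values of inactives mirror those of a sister screen read the other way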
CDK5 p35 inh: inhibitors of human CDK5/p35 kinase, primary screen, biochemical, single concentration; 330,000 tested, 0.01% active; Recombinant CDK5/p35, ADP-Glo luminescence, 60 min; inhibition, % at 10 µM; Cyclin-dependent kinase 5 (Homo sapiens) + Cyclin-dependent kinase 5 activator 1 (Homo …;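 active = highest replicate inhibition of at least 50% and at least 75% of replicates reaching 50%; inconclusive = only one of the two criteria met; inactive = both criteria failed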;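 also: plate controls were DMSO neutral control for no effect and GW8510 at 10 µM for full effect; many of its hits are not listed in these tables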
Target sequence (Q00535 whole entry, looked up): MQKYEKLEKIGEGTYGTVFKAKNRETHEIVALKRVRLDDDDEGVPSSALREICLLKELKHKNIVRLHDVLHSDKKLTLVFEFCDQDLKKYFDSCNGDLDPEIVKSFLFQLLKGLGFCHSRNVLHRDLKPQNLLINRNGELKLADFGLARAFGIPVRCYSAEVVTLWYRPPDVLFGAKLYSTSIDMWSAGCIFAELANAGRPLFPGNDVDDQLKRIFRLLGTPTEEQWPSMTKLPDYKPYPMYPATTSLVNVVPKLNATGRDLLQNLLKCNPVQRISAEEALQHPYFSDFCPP
Target sequence (Q15078 whole entry, looked up): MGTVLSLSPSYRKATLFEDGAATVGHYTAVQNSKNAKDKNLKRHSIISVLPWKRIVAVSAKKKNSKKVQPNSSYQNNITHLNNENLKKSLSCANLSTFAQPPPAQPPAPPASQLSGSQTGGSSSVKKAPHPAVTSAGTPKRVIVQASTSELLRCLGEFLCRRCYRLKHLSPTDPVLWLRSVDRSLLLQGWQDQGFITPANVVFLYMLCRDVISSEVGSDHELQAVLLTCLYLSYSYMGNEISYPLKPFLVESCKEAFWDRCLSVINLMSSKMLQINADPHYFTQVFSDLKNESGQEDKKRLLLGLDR
Starred values were filed as active, the others as inactive; ? = inconclusive; . = no result given.

SMILES	HTR5A ag ctr	PvdQ inh	dFosB act	V-ATPase pH	HTR5A inv ctr	SR-BI HDL uptake	NSD2 inh	Wnt bcat act	MITF act	CDK5 p35 inh
Cn1c(=O)n(Cc2ccccc2F)c(=O)c2c1nc1n2CCCN1CCc1ccccc1	-7	9	-5	-1	4	38	-1	.	-3	-0.4
COC(=O)c1ccccc1S(=O)c1snnc1C (centres undefined)	-1	-12	0	0	2	-18	0	-1	-12	-1.8
CCOC(=O)N1CCN(C(=O)CN(Cc2ccc(Cl)cc2)S(=O)(=O)c2ccc(C)cc2)CC1	-2	-3	-9	3	-11	-2	1	.	-3	-3.2
COc1ccc(NC(=O)C2CCN(C(=O)c3cccs3)CC2)c(OC)c1	8	-1	4	-4	-21	-10	-2	-4	.	-1.6
Cc1ccc(CC(=O)NCCN2CCOCC2)cc1	3	12	4	3	-1	-22	-2	-3	4	1.3
CC(OC(=O)C1CCN(S(=O)(=O)c2ccc(Cl)cc2)CC1)C(=O)NC1CCCCC1C (centres undefined)	0	-5	-2	0	26	-20	1	-1	0	3.2
COc1cc(C)c(CNc2cc(C)cc(C)c2)cc1C	-3	-3	-6	-2	7	24	2	.	5	1.7
CC(=O)Nc1ccc(NC(=O)CNC(=O)COc2ccccc2)cc1	0	-4	-4	-6	0	-10	-2	0	-6	-0.1
CCC(C)(C)n1nnnc1C(c1cc2cc(C)ccc2[nH]c1=O)N1CCCc2ccccc21 (centres undefined)	-5	-10	-5	4	18	-18	.	0	-11	1.1
CCN(CC)C(=O)c1ccc(-c2nnc(Nc3cccc(O)c3)c3ccccc23)cc1	-2	-6	-13	1	6	38	1	0	4	-0.3
CCOc1cc(CNc2ncn[nH]2)ccc1OCC(=O)NC(C)(C)C	-1	9	0	1	-9	-9	-3	-1	-7	-0.3
Cc1cc(C)c(S(=O)(=O)NCCCN2CCOCC2)cc1Br	0	-10	-8	3	-15	-33	-3	-1	-11	-0.8
O=C(NCc1ccccc1C(F)(F)F)C1CC(c2ccc(C(F)(F)F)cc2)=NO1 (centres undefined)	4	9	-3	1	8	-24	.	-2	-6	-0.9
COc1cc(CC(=O)Nc2sc3c(c2C(N)=O)CCCC3)cc(OC)c1OC	2	-7	6	-2	-6	.	0	-3	.	-0.8
CCOCC(=O)Nc1ccc(F)c(F)c1	1	3	-6	4	-3	-9	.	-2	10	-1.8
COCc1cc(OC)nc(-c2csc(C)n2)n1	0	-15	3	-2	7	-7	-1	-2	1	1.3
CCn1c(=O)c(=O)[nH]c2cc(C(=O)N3CCN(c4ccccc4F)CC3)ccc21	3	-11	-4	2	-30	7	-1	-4	1	-2.7
Cc1ccc(S(=O)(=O)N(C)c2ccc(OCC(=O)O)cc2)cc1	0	-9	-3	1	3	.	4	-7	-4	0.9
CC(=O)c1ccccc1OCCn1nc(C(=O)O)c2ccccc2c1=O	0	3	-11	1	0	.	-4	-3	.	0.9
CCN1C(=O)[C@H]2[C@@H](c3ccc(OC)cc3)N3C(=O)CN(CC4CC4)C(=O)[C@@]3(C)[C@H]2C1=O	0	9	1	-8	-43	-28	.	-3	1	-1.6
CNC(=O)NC(=O)COC(=O)CCCSc1nc2ccccc2s1	-2	-12	-11	-2	-25	-24	-1	-2	-19	1.3
Cc1ccc(NC(=O)NNC(=O)C2CC(c3cccnc3)=NO2)cc1 (centres undefined)	-1	-6	5	-4	8	-3	0	0	-5	-0.7
O=C(NCCOc1ccc(Cl)cc1)c1ccc2ccccc2n1	-1	-5	-9	-2	-4	-8	-7	-3	7	-0.3
CC(c1ccon1)N(C)Cc1c(C(=O)N(C)Cc2ccccc2)nc2ccccn12 (centres undefined)	3	-14	-5	8.1*	-6	-16	-7	.	-2	0.3
COC(=O)CSc1nc2sc(C)c(C)c2c(=O)n1C	2	-6	-7	-6	-5	.	-1	0	.	-0.8

In the list so far, these contain fluorine.
SMILES	HTR5A ag ctr	PvdQ inh	dFosB act	V-ATPase pH	HTR5A inv ctr	SR-BI HDL uptake	NSD2 inh	Wnt bcat act	MITF act	CDK5 p35 inh
Cn1c(=O)n(Cc2ccccc2F)c(=O)c2c1nc1n2CCCN1CCc1ccccc1	-7	9	-5	-1	4	38	-1	.	-3	-0.4
O=C(NCc1ccccc1C(F)(F)F)C1CC(c2ccc(C(F)(F)F)cc2)=NO1 (centres undefined)	4	9	-3	1	8	-24	.	-2	-6	-0.9
CCOCC(=O)Nc1ccc(F)c(F)c1	1	3	-6	4	-3	-9	.	-2	10	-1.8
CCn1c(=O)c(=O)[nH]c2cc(C(=O)N3CCN(c4ccccc4F)CC3)ccc21	3	-11	-4	2	-30	7	-1	-4	1	-2.7

Just PvdQ inh and CDK5 p35 inh, for some of the entries so far:
structure	PvdQ inh	CDK5 p35 inh
Cc1ccc(CC(=O)NCCN2CCOCC2)cc1	12	1.3
CC(OC(=O)C1CCN(S(=O)(=O)c2ccc(Cl)cc2)CC1)C(=O)NC1CCCCC1C (centres undefined)	-5	3.2

Returning to the listing; the 2 compounds before the break are reprinted first.
SMILES	HTR5A ag ctr	PvdQ inh	dFosB act	V-ATPase pH	HTR5A inv ctr	SR-BI HDL uptake	NSD2 inh	Wnt bcat act	MITF act	CDK5 p35 inh
CC(c1ccon1)N(C)Cc1c(C(=O)N(C)Cc2ccccc2)nc2ccccn12 (centres undefined)	3	-14	-5	8.1*	-6	-16	-7	.	-2	0.3
COC(=O)CSc1nc2sc(C)c(C)c2c(=O)n1C	2	-6	-7	-6	-5	.	-1	0	.	-0.8
Cc1cccc(-c2nnc(SCC3CNC(=O)O3)n2-c2ccc(Cl)cc2)c1 (centres undefined)	-3	-16	-6	-2	8	-3	0	-3	4	-1.8
Cc1ccc2c(c1)C(c1ccc(F)cc1)N(C(=O)c1ccc(S(=O)(=O)N(C)C)cc1)CC(=O)N2 (centres undefined)	-3	7	-1	-3	13	-8	-2	-4	-4	0.4
CCCc1cc(=O)oc2c3c(cc(OCC(=O)NCCN4CCOCC4)c12)OC(C)(C)CC3	0	-4	-11	-3	18	57	.	-2	-5	-0.1
CS(=O)(=O)c1ccc(C(=O)OCC(=O)N(CCc2ccccc2)Cc2ccccc2)cc1	-2	-5	-13	-2	5	-9	-1	.	7	-1.5
O=C(NCc1nc2ccccc2[nH]1)C1=C[C@@H](C2CC2)C[C@@H](OCc2ccc(CO)cc2)O1	-4	16	5	-2	10	-3	.	-7	0	-2.4
CN(C)C(=O)c1ccc(NC(=O)COC(=O)/C=C/c2cccs2)cc1	9	13	-5	-1	-2	-4	3	-3	-2	0.5
O=C(Nc1cccc(-c2csc(Nc3ccccc3)n2)c1)c1cc([N+](=O)[O-])cc(C(F)(F)F)c1	0	-10	-1	-1	20	97*	.	-1	15	-2.1
O=C(Nc1ccc(F)cc1F)Nc1ccc(F)cc1F	2	-7	5	1	6	-10	-4	?	26	1.3
COc1ccc(Br)cc1C(=O)Nc1ccc(N2CCN(S(C)(=O)=O)CC2)cc1	5	-12	-2	-4	-25	.	0	-2	9	1.6
Clc1ccccc1CSc1nncn1NC/C=C/c1ccccc1	3	6	-12	0	12	-32	-1	1	4	0.8
Oc1ccc(C[C@H]2CNCCN2CCc2cccc(F)c2)cc1	4	5	9	-5	-29	-7	.	-3	16	0.4
COc1cccc(/C=C2/CN(C)CC3=C2OC(N)=C(C#N)C3c2cccc(OC)c2)c1 (centres undefined)	6	-16	-2	3	-14	25	-1	-3	-14	-2.3
CCOc1ccccc1N(CC(=O)NCc1ccncc1)S(=O)(=O)c1ccccc1	4	-8	-8	0	-5	-16	-1	0	-14	0.3
CCN(CC)S(=O)(=O)c1ccc2nc(NC(=O)c3ccco3)sc2c1	-4	-13	-23	0	12	35	0	7	31	-1.3
Cc1ccc(C(=O)OCC(=O)N(C)c2c(N)n(Cc3ccccc3)c(=O)[nH]c2=O)s1	2	-12	0	-2	-4	6	2	0	4	-2.0
O=C1CC(/C=C/c2ccccc2)=Nc2ccccc2N1	-2	-7	-10	-2	-17	-5	-1	0	26	0.1
O=C(Nc1nc2ccccc2s1)c1c(F)cccc1Cl	1	-12	-1	5	-30	-17	0	7	43	-0.4
COc1ccc(C2(c3ccc(OC)cc3)NC(=O)N(Cn3nnc4ccccc4c3=O)C2=O)cc1	-1	-12	-1	1	4	-24	4	.	-4	1.3
COc1ccc(S(=O)(=O)N2CCCCCC2)cc1C(=O)N(C)Cc1c(F)cccc1Cl	9	-9	-1	2	-21	13	-3	-3	-12	0.2
CCCCN(C)CCNC(=S)Nc1ccc2nc(N3CCN(CC)CC3)cc(C)c2c1	0	14	?	-3	1	-5	29	-5	.	1.9
Cc1ccc(S(=O)(=O)c2c[nH]c3ccc(Cl)cc3c2=O)cc1	0	-1	2	4	1	-24	11	-2	-11	-0.5
COC(=O)c1ccc(CNCC(O)COc2ccc(-c3ccccc3)cc2)cc1 (centres undefined)	2	-5	8	-5	-6	.	0	0	16	0.6
O=C(NNc1cc(N2CCOCC2)nc(N2CCOCC2)n1)c1ccc(Cl)cc1Cl	1	-16	9	0	-7	-4	14	.	-4	0.2
CCOC(=O)[C@H]1[C@H]2COc3ccc(C)cc3[C@@H]2N2C(=O)CN(Cc3ccc(F)cc3)C(=O)[C@@]12C	-2	-4	-2	-4	-3	10	.	6	1	-0.8
Cc1ccc(NC(=O)c2ccc(S(=O)(=O)NCC3CCCO3)cc2)cc1C (centres undefined)	-2	-7	-1	7	4	52	.	-1	-1	-7.8
O=C(c1ccc(CS(=O)(=O)Cc2ccccc2)cc1)N1CCCCC1	3	-11	4	-3	-15	-8	-4	1	5	-0.4
COc1ccc(S(=O)(=O)N2CCN(Cc3cc(OC)c(OC)c(OC)c3)CC2)cc1	2	-7	-1	1	-9	-16	-2	-1	.	-0.6

SR-BI HDL uptake: hit marks shown above.
SMILES	PvdQ inh	dFosB act	V-ATPase pH	SR-BI HDL uptake	NSD2 inh	Wnt bcat act	MITF act	CDK5 p35 inh
O=C(Nc1cccc(-c2csc(Nc3ccccc3)n2)c1)c1cc([N+](=O)[O-])cc(C(F)(F)F)c1	-10	-1	-1	97*	.	-1	15	-2.1
